Screening results from PubChem.
UHRF1 binding = human UHRF1 methylated DNA binding inhibitors | Q96T88 | UHRF1 binding to methylated oligo, TR-FRET | inhibition, % at 4.4 µM | 0.75% of 370,000 active; in the data active = inhibition above about 21%;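 note: UHRF1 SRA domain binding a hemimethylated CpG hairpin DNA probe; 0% = median of test compound wells and 100% = reference inhibitor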
sPLA2-III inh = Blocks human group III sPLA2 activity. Q9NZ20. QFRET BODIPY PC-A2 liposome hydrolysis, fluorescence. inhibition, % at 12.2 µM. 0.56% of 370,000 active. AID 743126;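 active = inhibition above mean plus 3 SD of compounds lying within the high and low control bounds, cut at about 19% in these data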;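 note: 0% = median of test compound wells and 100% = no enzyme DMSO wells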
DDE Tn6 FP inh = DD(E)-Tn6 binding inhibition, primary FP screen; P02675; Fibrin DD(E) TRITC-Tn6 fluorescence polarization displacement; inhibition, % at 8.3 µM; 0.21% of 370,000 active; AID 720509;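 active = inhibition above a per-campaign cutoff: mean of compounds within control limits plus 3 SD, cut at about 15% in these data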;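 note: 0% = median of all compound wells on the plate and 100% = blocking peptide control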
PLC-beta3 inh = inhibitors of human phospholipase C beta3. Q01970. inhibition, % at 12.2 µM. 0.18% of 370,000 active. Purified PLC-beta3, fluorogenic substrate, fluorescence; in the data active = inhibition above about 11%;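 note: 0% = median of compound wells on plate and 100% = full blocker control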
Target sequence (Q01970 whole entry, looked up): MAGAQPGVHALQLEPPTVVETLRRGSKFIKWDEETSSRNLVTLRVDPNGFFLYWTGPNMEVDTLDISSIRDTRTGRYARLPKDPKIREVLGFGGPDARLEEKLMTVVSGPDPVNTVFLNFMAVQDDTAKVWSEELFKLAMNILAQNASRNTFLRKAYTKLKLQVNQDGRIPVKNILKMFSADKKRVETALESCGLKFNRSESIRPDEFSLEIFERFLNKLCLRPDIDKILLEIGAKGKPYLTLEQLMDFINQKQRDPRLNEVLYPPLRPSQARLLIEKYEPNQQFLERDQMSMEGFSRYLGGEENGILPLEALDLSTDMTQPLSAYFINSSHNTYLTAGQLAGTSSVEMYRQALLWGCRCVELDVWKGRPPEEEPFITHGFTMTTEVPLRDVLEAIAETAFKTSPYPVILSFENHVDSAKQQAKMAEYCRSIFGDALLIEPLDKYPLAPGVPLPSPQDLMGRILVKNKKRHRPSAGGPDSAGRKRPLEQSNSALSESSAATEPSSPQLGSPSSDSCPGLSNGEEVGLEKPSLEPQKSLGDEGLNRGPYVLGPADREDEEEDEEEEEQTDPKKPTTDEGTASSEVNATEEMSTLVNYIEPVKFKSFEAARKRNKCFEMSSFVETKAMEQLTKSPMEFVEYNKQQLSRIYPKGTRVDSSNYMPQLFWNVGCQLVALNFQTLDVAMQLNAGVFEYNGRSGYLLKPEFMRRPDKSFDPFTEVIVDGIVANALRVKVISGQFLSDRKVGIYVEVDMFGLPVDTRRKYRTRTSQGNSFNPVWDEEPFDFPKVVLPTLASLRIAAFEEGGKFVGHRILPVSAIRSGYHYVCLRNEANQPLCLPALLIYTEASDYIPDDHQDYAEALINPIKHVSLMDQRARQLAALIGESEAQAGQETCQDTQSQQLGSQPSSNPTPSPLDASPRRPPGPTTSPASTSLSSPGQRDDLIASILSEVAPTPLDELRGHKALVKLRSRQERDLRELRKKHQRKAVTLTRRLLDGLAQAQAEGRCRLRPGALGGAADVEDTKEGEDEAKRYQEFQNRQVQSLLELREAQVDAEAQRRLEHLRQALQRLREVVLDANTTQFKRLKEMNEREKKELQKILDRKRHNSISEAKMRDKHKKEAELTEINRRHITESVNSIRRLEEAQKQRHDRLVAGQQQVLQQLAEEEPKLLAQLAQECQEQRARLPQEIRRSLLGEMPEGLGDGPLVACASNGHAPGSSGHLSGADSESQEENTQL
DDE Tn7 FP inh = disrupts Tn7 cyclic peptide binding to fibrin D-Dimer-E complex; P02675; FP displacement of FITC-Tn7 peptide from fibrin DD(E); 0% = median of compound wells per plate; inhibition, % at 8.3 µM; 0.13% of 370,000 active;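 active = inhibition above the mean of compounds falling within the control limits plus 3 SD of them, cut at about 14% in these data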;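 note: 0% = plate median of compound wells and 100% = 10 µM Aha-Tn7 peptide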
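Measure: % inhibition scaled between sample-field median and high-control FP; Test system: human fibrin DD(E); Quantity: 2 µM final DD(E) protein; Doses: one dose, 8.3 µM nominal; Schedule: compound with protein 10 min, then 3 h after probe, room temperature; Detection: fluorescence polarization; Medium: Tris buffer with calcium and detergent, pH 7.8.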
KLK7 zymogen act = activates the human kallikrein-7 zymogen; P49862; purified proKLK7, EDANS-DABCYL substrate fluorescence; 100% is mature enzyme control, 0% vehicle; activation, % at 7 µM; 0.9% of 370,000 active; AID 652039;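 active = activation above the mean of all tested compounds plus 3 SD, computed per campaign excluding outliers beyond control limits, cut at about 13% in these data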
ARFGAP1 inhibitor = inhibitors of rat ARFGAP1. AID 651572. Q62848. Arfgap1-stimulated ARF1 GTP hydrolysis, GDP FP detection. 0.26% of 360,000 active. inhibition, % at 16.5 µM;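 active = inhibition above a per-plate limit, mean inhibition of low control wells plus 3 SD, cut at about 25% in these data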;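 note: 0% = DMSO wells with enzyme and 100% = wells lacking Arfgap1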
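System: truncated rat Arfgap1 GAP domain / Medium: HEPES-based buffer, pH 7.5 / Also added: N-terminally truncated human ARF1-GTP substrate / Incubation: enzyme reaction 120 min at 25 °C after 20 min preincubation / Measured by: FP of antibody-bound GDP Alexa 633 tracer, ex 620/em 688 nm / Replicates: singlicate, each compound tested once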
ASAP1 GAP inh = ASAP1 ArfGAP inhibition; Q9ULH1; ASAP1-stimulated ARF1 GTP hydrolysis, GDP FP detection; inhibition, % at 16.5 µM; 0.19% of 360,000 active; AID 624377; in the data active = inhibition above about 25%;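 note: 0% = vehicle with enzyme and substrate and 100% = no enzyme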
NR1D1 modulator = modulators of human Rev-erb alpha DNA binding; P20393; AID 1259318; 0.79% of 370,000 active; activity, % at 10 µM; Rev-erbα–FITC-DNA binding, fluorescence polarization, 90 min;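 active = activity above about 14%, limit read from the data; passing the limit was not always enough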;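 note: 0% = DMSO wells with 35 nM protein and 100% = DMSO wells with 750 nM protein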
PLCg1 inh = blocks human PLC-gamma1 enzyme activity; P19174; inhibition, % at 12.2 µM; purified PLC-gamma1, fluorogenic substrate, fluorescence; 0.84% of 370,000 active; in the data active = inhibition above about 9.5%
Starred values were filed as active, the others as inactive; / = no result given. No enrichment for hits; any-hit rate near 4.5%.

SMILES	UHRF1 binding	sPLA2-III inh	DDE Tn6 FP inh	PLC-beta3 inh	DDE Tn7 FP inh	KLK7 zymogen act	ARFGAP1 inhibitor	ASAP1 GAP inh	NR1D1 modulator	PLCg1 inh
CCN(CC)S(=O)(=O)c1cc(NC(=O)CN2C(=O)NC(C)(c3ccccc3)C2=O)ccc1C (stereo unspecified)	4.7	-16.7	-7.2	-5.7	-3.3	0.5	1.6	11.3	-1.7	5.1
CCCCCN1CCCCC(NC(=O)Cc2ccccc2)C1=O (stereo unspecified)	-1.4	-2.6	-1.9	1.8	5.0	0.2	/	/	0.6	-0.2
CC(=O)Nc1ccc(S(=O)(=O)N2CCCC3CCCCC32)cc1 (stereo unspecified)	0.2	1.2	-1.2	-11.8	3.5	-0.2	-12.6	-7.0	2.4	-1.2
O=C1C2C3C=CC(C3)C2C(=O)N1c1ccccc1OS(=O)(=O)c1ccccc1 (stereo unspecified)	13.5	11.7	3.4	-4.9	2.9	-0.2	7.6	-3.0	-4.5	-1.6
COc1ccc(-c2nc3ccc(C)cc3c(=O)o2)cc1OC	0.4	-3.8	13.7	-10.7	-3.6	-0.1	1.3	-17.2	-0.5	-3.7
CCC(C)[C@H](N)c1nnc(SCC(=O)c2ccc(Cl)cc2)o1 (stereo partly specified)	3.8	-14.8	-10.4	-6.2	-9.3	-1.0	-4.5	9.7	2.4	-4.8
CC(OC(=O)c1ccc2noc(-c3ccccc3)c2c1)C(N)=O (stereo unspecified)	-6.1	-5.2	0.1	-27.6	0.6	-0.1	-4.0	-3.5	3.5	-19.1
C[C@@H]1CCCCO[C@H](CN(C)C(=O)CCC(F)(F)F)[C@@H](C)CN([C@H](C)CO)C(=O)c2cc(NC(=O)c3ccncc3)ccc2O1	3.1	7.6	3.2	-2.2	-0.6	0.9	15.8	4.7	10.9	-6.7
CC(=O)Nc1ccc(Nc2nnc(-c3ccc(C)c(S(=O)(=O)NCCO)c3)c3ccccc23)cc1	0.6	-6.1	3.3	-55.5	-2.1	1.1	6.3	-9.5	-2.3	-17.8
O=C1CSC(c2ccccc2F)N1c1cc(Cl)ccc1O (stereo unspecified)	-0.2	-18.6	-3.5	2.0	1.9	0.7	7.0	-5.3	/	2.5
C=CCNC(=O)c1ccccc1NC(=O)c1ccccc1N(C)S(C)(=O)=O	-0.8	1.0	-1.6	0.1	2.5	0.3	5.0	-2.5	-5.2	-0.3
O=C(CCn1nc(-c2ccc(F)cc2)ccc1=O)NCc1ccccc1	-1.5	-1.9	0.5	-3.5	-6.7	0.1	5.2	4.1	1.0	-0.3
COc1ccccc1C1=NOC(C(=O)N2CCN(C(=O)c3ccco3)CC2)C1 (stereo unspecified)	-0.1	-0.3	2.4	-7.6	-0.3	0.5	-9.3	-14.6	-3.4	1.3
Cc1cc(NC(=O)c2cc([N+](=O)[O-])cc([N+](=O)[O-])c2)no1	-1.5	0.0	-3.3	-3.5	2.4	0.4	5.3	-9.9	1.4	2.8
COC(=O)c1ccc(NC(=O)Cn2c(-c3nonc3N)nc3ccccc32)cc1	0.3	-0.3	-3.6	-8.6	5.1	0.8	0.0	10.3	0.9	-4.8
Cn1c(SCC(=O)C(C)(C)C)nnc1-c1ccccn1	0.8	0.6	4.8	1.9	1.4	-0.3	4.9	9.6	-5.8	0.0
COc1cccc(N2C(=O)Nc3ccc(Br)cc3C2(O)C(=O)NCCN(C)C)c1 (stereo unspecified)	-1.4	3.6	4.0	3.4	-1.5	-0.4	-2.1	-4.1	1.1	5.2
Cc1cc(C)cc(CC(=O)N2CCC2(C)C(=O)NS(=O)(=O)c2ccccc2)c1 (stereo unspecified)	0.7	3.0	-2.1	-2.4	5.6	-0.4	-2.3	-4.7	3.5	0.3
O=C(NCCN1CCOCC1)c1ccc(CSCc2cccc(Cl)c2)o1	2.4	-3.8	-1.1	-4.0	0.6	0.6	-9.0	-3.2	3.2	-1.2
C[C@H]1CCC[C@H](O)CC(=O)c2c(O)cc(O)cc2CC(=O)O1	1.3	-2.5	-1.3	-1.0	-7.8	0.5	/	/	-0.1	-1.9
CCOc1ccc(CNC(=O)C2CCCN(S(=O)(=O)N3CCC(C)CC3)C2)cc1OC (stereo unspecified)	0.7	1.8	-2.9	-1.3	3.2	0.1	-0.2	2.2	-1.7	3.3
O=C(c1ccc2c(c1)CCN2S(=O)(=O)c1ccccc1)N1CCN(c2ccc(F)cc2)CC1	-2.5	-11.1	-4.3	-3.8	5.1	0.7	-0.1	-7.8	2.1	2.7
CC(=O)N1CCCN(C(=O)CCn2nnc3ccccc32)CC1	90.9*	4.9	-0.9	0.1	6.7	-0.7	/	/	-4.8	-2.8
Cc1ccc(CNC(=O)COC(=O)C2CCN(S(=O)(=O)c3cccs3)CC2)cc1	4.4	2.2	-0.9	-1.1	1.8	-0.3	0.2	-0.7	-4.0	3.9
CSc1nc(N)nc2c1ncn2CC(=O)NCCCc1ccccc1	-0.3	-1.3	-5.1	2.9	0.9	-0.2	12.7	-12.4	-1.4	3.0
C=CCc1ccc(OCC(O)CN2CCCCC2)c(OC)c1 (stereo unspecified)	2.2	2.9	-0.9	2.2	-10.1	0.4	7.9	2.8	-0.6	1.1
CCCCCCNC(=O)CSc1nccn1Cc1ccccc1	3.0	4.2	2.0	-2.0	-4.2	0.7	8.6	2.8	1.9	3.4
COc1ccc2nc(NC(=O)CCc3ccc(OC)c(OC)c3)sc2c1	0.7	-4.6	11.0	-3.6	1.5	-0.1	2.0	14.4	6.1	-0.9
N#Cc1ccc(CSc2nnc(-c3cccnc3)n2-c2ccccc2)cc1	-2.9	-0.8	0.4	3.4	-2.2	0.4	-1.3	-8.6	6.6	5.0
CC(=O)N1CCN(c2ccccc2NC(=O)COc2ccccc2C)CC1	-2.4	-1.4	-1.1	-3.7	2.6	1.0	12.5	-1.8	-0.7	0.2
COCCCn1c(SCC(=O)Nc2oc(C)c3c(C)n[nH]c(=O)c23)nc2ccccc2c1=O	1.8	2.6	-1.3	-9.6	-0.1	0.2	8.4	11.8	7.1	-1.6
CCOc1cc(/C=N/n2c(C)nc3ccccc3c2=O)ccc1O	4.4	6.6	-9.8	-0.4	-1.8	0.4	0.7	-23.6	-0.9	5.3
O=C(CNC(=O)Cc1ccccc1)N=Nc1c(O)[nH]c2ccccc12	-5.0	5.0	-0.1	-3.0	10.7	0.0	10.9	1.1	3.0	-1.9
N/C(=N\OC(=O)c1ccc2c(c1)OCO2)c1cccc(Br)c1	2.5	2.9	1.5	-5.0	1.8	-0.6	-3.0	7.6	-0.1	0.3
CCN(CC)S(=O)(=O)c1ccc(OC)c(NS(=O)(=O)c2ccc(F)cc2)c1	-2.0	-5.3	1.2	0.5	0.6	0.1	0.0	0.7	4.2	0.6
Cc1ccccc1CN(c1ccc(C(=O)N2CCCC2)cc1)S(C)(=O)=O	-1.1	-2.9	-1.1	3.1	1.4	-0.9	9.3	-8.7	1.3	-1.6
Cc1ccc(NC(=O)COC(=O)c2cc(=O)c3ccccc3o2)c(Br)c1	1.5	0.7	9.0	-4.5	3.1	0.4	9.5	-9.0	-1.1	0.5
COc1ccc(C2=NOC(C(=O)NC3CCCCC3)C2)cc1OC (stereo unspecified)	-1.9	3.2	0.1	5.2	-8.8	0.4	3.6	-3.9	-2.7	-1.2
COc1ccccc1C(CNC(=O)c1ccc(C)c(S(=O)(=O)N2CCCCC2)c1)N(C)C (stereo unspecified)	1.5	15.4	-12.4	-9.7	2.6	-0.9	-5.4	-6.3	2.8	-2.1
O=C(NC1CCC(O)CC1)c1cc(-c2ccc(Cl)cc2)nc2ccccc12 (stereo unspecified)	5.2	3.5	-2.9	-8.6	4.0	-0.5	-3.6	-4.2	10.6	-0.3
Cc1cc(N2CCCC2)nc2c(C)cccc12	-0.3	0.4	7.6	-4.2	2.0	-0.4	-4.6	2.5	-2.9	1.2
CCCc1nnn(S(=O)(=O)c2ccc([N+](=O)[O-])cc2)c1CCC	6.5	9.7	8.1	13.2*	-1.0	-0.4	-10.5	8.0	2.9	11.9*
CC1(C(=O)NCc2cccc(Cl)c2)Cc2c(-c3cccc(C(N)=O)c3)ccnc2O1 (stereo unspecified)	-2.4	-7.3	5.1	-0.6	-4.8	-0.1	2.0	4.8	-5.8	0.3
CCOc1cc(CN2CCCC(N3CCc4ccccc4C3)C2)ccc1O (stereo unspecified)	-0.9	-4.8	2.6	-6.3	-7.7	0.0	-1.6	3.9	3.1	2.5
Cc1ccc(NC(=O)c2cc(=O)[nH]c3ccc(S(=O)(=O)N4CCOCC4)cc23)nc1	0.8	5.4	8.6	-0.9	-2.3	-5.2	-10.7	0.2	-0.9	-5.0
C=CCn1c(SCC(=O)Nc2cc(C)on2)nc2c([nH]c3ccccc32)c1=O	-0.6	5.0	7.7	-3.9	1.8	0.0	-9.3	-10.5	2.2	-3.5
CCC(C)NC(=O)c1ccc(NC(=O)CC2SC(N3CCCC3)=NC2=O)cc1 (stereo unspecified)	2.7	0.3	-4.4	-3.0	7.3	0.3	-5.6	15.2	-1.5	0.7
Cc1cccc(N(C)S(=O)(=O)c2nnc(NC(=O)c3ccco3)s2)c1	-0.4	-3.0	-10.5	-28.3	1.0	-0.2	4.6	7.5	-1.0	-15.6
O=C(Nc1ccccc1C(=O)NCc1cccnc1)c1ccccc1Cl	3.4	7.1	-6.3	-4.6	-3.5	0.3	-0.5	-3.9	-6.1	0.7
O=C(NCCc1ccccc1)C1CCN(C(=O)c2ccc(F)cc2)CC1	0.2	6.6	8.1	-2.8	-0.9	-0.4	-0.8	-7.7	1.0	1.2
CC(=O)Nc1cc(-c2cccc(CO)c2)cn2c(-c3ccc(C(C)=O)cc3)cnc12	-1.2	7.4	-1.1	-444.1	0.8	4.7	-10.7	2.8	-7.8	-332.9

Among those listed so far, three contain bromine.
SMILES	UHRF1 binding	sPLA2-III inh	DDE Tn6 FP inh	PLC-beta3 inh	DDE Tn7 FP inh	KLK7 zymogen act	ARFGAP1 inhibitor	ASAP1 GAP inh	NR1D1 modulator	PLCg1 inh
COc1cccc(N2C(=O)Nc3ccc(Br)cc3C2(O)C(=O)NCCN(C)C)c1 (stereo unspecified)	-1.4	3.6	4.0	3.4	-1.5	-0.4	-2.1	-4.1	1.1	5.2
N/C(=N\OC(=O)c1ccc2c(c1)OCO2)c1cccc(Br)c1	2.5	2.9	1.5	-5.0	1.8	-0.6	-3.0	7.6	-0.1	0.3
Cc1ccc(NC(=O)COC(=O)c2cc(=O)c3ccccc3o2)c(Br)c1	1.5	0.7	9.0	-4.5	3.1	0.4	9.5	-9.0	-1.1	0.5
